From PubChem BioAssay
N-glyco inh: blocks N-linked glycosylation in D54 reporter cells; reporter increase, % at 12.5 µM; D54 ERlucT glycosylation luciferase reporter, 24 h; percent of 100 nM tunicamycin response; 0.23% of 360,000 active; AID 588692;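 active = mean luciferase reporter signal, scaled so untreated is 0 and the glycosylation-blocking control 100, at or above a set limit in every replicate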;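 note: luciferase carries N-glycosylation sites so blocking glycosylation raises the light; 0% = median of neutral control wells and 100% = median of 100 nM tunicamycin wells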
MC4R barr agon: human MC4R agonism via beta-arrestin | U2OS MC4R beta-arrestin complementation, luminescence; percent of melanotan II response, DMSO zero | 0.98% of 360,000 active | activation, % at 8.9 µM | P32245 | AID 540308;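 active = activation above a per-plate cutoff, the mean activation of sample wells on that plate plus 3 SD, cut at about 8% in these data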
PDI turbidity: inhibitors of human protein disulfide isomerase; P07237; PDI insulin aggregation turbidity, A650, 90 min; inhibition, % at 10 µM; 0.052% of 350,000 active; AID 588391;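 active = mean inhibition across replicates of 30% or more, whatever share of single replicates reach that level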;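 note: absorbance from insulin aggregation driven by PDI reduction with DTT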
Target sequence (P07237 whole entry, looked up): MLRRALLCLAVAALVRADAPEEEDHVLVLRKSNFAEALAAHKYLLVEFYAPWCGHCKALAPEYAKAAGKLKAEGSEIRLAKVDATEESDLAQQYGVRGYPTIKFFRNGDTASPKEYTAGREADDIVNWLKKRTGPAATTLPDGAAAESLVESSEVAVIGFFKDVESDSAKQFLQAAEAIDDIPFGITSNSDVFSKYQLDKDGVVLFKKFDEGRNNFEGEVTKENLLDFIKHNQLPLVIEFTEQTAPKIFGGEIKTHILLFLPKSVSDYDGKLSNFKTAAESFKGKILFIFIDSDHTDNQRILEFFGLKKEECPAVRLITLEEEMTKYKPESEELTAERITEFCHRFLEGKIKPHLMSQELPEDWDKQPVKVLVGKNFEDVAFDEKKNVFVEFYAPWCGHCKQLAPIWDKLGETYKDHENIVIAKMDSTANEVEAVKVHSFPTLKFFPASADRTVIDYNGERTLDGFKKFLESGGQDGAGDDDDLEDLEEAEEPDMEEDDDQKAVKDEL
m5-HT2A agonist: agonists of mouse serotonin 5-HT2A receptor (HTR2A). P35363. CHO-K1 mHTR2A beta-arrestin complementation, luminescence; percent of 30 µM serotonin response. activation, % at 7.6 µM. 0.66% of 360,000 active. AID 624169;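 active = activation above a run cutoff, the mean activation of all tested compounds plus 3 SD, cut at about 14% in these data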;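 note: 0% = plate median of compound wells and 100% = 30 µM serotonin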
Target sequence (P35363 whole entry, looked up): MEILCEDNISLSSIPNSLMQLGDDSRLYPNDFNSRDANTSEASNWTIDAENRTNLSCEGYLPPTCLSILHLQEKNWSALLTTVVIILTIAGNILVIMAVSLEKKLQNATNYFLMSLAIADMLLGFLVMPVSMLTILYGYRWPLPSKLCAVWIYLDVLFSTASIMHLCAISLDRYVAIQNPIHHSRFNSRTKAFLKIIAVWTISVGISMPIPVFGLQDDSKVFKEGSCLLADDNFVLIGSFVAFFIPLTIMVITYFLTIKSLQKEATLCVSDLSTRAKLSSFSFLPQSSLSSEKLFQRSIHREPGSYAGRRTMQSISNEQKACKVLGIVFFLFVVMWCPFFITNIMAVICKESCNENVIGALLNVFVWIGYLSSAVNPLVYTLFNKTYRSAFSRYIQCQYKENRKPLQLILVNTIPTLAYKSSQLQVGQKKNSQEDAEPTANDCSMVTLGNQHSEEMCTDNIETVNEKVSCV
CaV13 FRET inh: Disruptors of the CACNA1D IQ motif to Ca2+-dependent inactivation inhibitor domain association, primary screening, Förster resonance energy transfer in intact living …; inhibition, % at 12.3 µM; HEK cells, CFP/YFP FRET ICDI-IQ, plate reader, 10 min; percent FRET-ratio fall versus neutral wells; 0.098% of 340,000 active;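 active = mean replicate inhibition of at least 30% and at least 1% of replicates passing that level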;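 note: 0% = median of the neutral control wells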
aDG glyco act: increases alpha dystroglycan glycosylation. Pro5-aDG cells, alpha-DG glycosylation AlphaScreen (IIH6); 0% Pro5, 100% B10-LARGE cell signal. activation, % at 10 µM. 0.22% of 360,000 active;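 active = activation of at least 8% versus controls, or a plate z-score of at least 8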;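 note: Pro5 are CHO cells carrying HIG-tagged alpha-DG that lacks glycosylation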
Vif inh: blocks HIV Vif function. inhibition, % at 7.49 µM. AID 602346. 0.35% of 340,000 active. HEK293T cells, Vif self-association by quenched fluorescence, imaging, 24 h; in the data active = inhibition above about 50%, passing the limit was not always enough; note: some results filed as inactive read as strong as hits
MC4R antagonist: blocks human MC4R cAMP signaling | MC4R-expressing cells, MTII-stimulated cAMP, LANCE TR-FRET | inhibition, % at 6.5 µM | 0.48% of 360,000 active | AID 540295;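 active = inhibition above its plate's cutoff, the mean of tested wells on that plate plus 3 SD, cut at about 29% in these data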;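 note: 0% = Melanotan II alone and 100% = Melanotan II plus saturating MCL0020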
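Test system: U2OS cells stably expressing human melanocortin 4 receptor (MC4R); also added: Melanotan II challenge; compound: 6.5 µM single dose; timing: 30-min compound preincubation, 1-h Melanotan II challenge, 1-h detection, room temperature; signal: Eu-cAMP/anti-cAMP TR-FRET, emission 671 nm; repeats: one well per compound, no replicates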
H9c2 protect: modulators protecting cardiomyocytes from myocardial damage; H9c2 cardiomyocytes, H2O2 injury protection, ATPLite, 2 h; protection from H2O2 cell death, % at 20 µM; 0.63% of 360,000 active; AID 588492;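 active = compounds giving at least 50% protection of heart cells from peroxide-induced death in the single-dose screen, raw or plate-pattern-corrected value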;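 note: 0% = DMSO wells with peroxide and 100% = DMSO wells without peroxide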
ABCB6 inh MLPCN: human ABCB6 transporter inhibition; K562-ABCB6 porphyrin accumulation, flow cytometry, 1 h; hits give low values; fluorescence ratio to DMSO, % at 10 µM; 0.19% of 360,000 active; AID 602162;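 active = fluorescence ratio to DMSO below 75%, the collection mean minus 3 SD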;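 note: signal is porphyrin accumulated inside mitochondria; 100% equals median channel fluorescence of DMSO control wells; lower ratio means ABCB6 inhibition with less porphyrin fluorescence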
* = called active by the depositor; · = not tested or not shown.

canonical_smiles	N-glyco inh	MC4R barr agon	PDI turbidity	m5-HT2A agonist	CaV13 FRET inh	aDG glyco act	Vif inh	MC4R antagonist	H9c2 protect	ABCB6 inh MLPCN
Cc1c(CCOC(=O)CC23CC4CC(CC(C4)C2)C3)sc[n+]1CC(=O)c1ccc(Br)cc1	-8	-0.4	2	-7	-4	-0.3	-5	0	-16	100
COc1cc2c(cc1OC)CN(C(=O)c1cccc(S(=O)(=O)N3CCc4ccccc43)c1)CC2	-9	-1.0	-2	3	-2	0.3	-6	5	6	101
Cc1ccc(C(CNS(=O)(=O)c2ccc(F)cc2C)N2CCN(C)CC2)cc1 (stereo not drawn)	-3	-0.8	-3	-3	-1	0.5	-10	8	10	100
NS(=O)(=O)c1ccc(NC(=O)c2cccc3cc4ccccc4nc23)cc1	62*	-1.4	11	2	-14	-0.1	13	22	34	89
Cc1cc(SCC(=O)NC(=O)c2cccn2C)nc2ccccc12	-1	-0.2	-3	1	-3	-0.1	1	14	-2	97
Cc1nn(Cc2ccc(Br)cc2)c(C)c1NC(=O)c1nn(C)cc1Cl	-1	-0.6	6	-3	-5	0.3	-3	-1	-6	114
C[C@@H]1CN([C@@H](C)CO)C(=O)CCCn2nncc2CO[C@H]1CN(C)S(=O)(=O)c1ccc(-n2cccn2)cc1	1	-0.9	-2	-3	-8	-0.3	3	-14	0	108
Cc1cccc(C(=O)C(O)(c2ccccc2)C2CCCCC2=O)c1 (stereo not drawn)	-7	2.4	4	9	-9	0.1	-2	5	-8	97
O=C(CN1CCN(Cc2ccccc2)CC1)N1N=CCC1c1ccccc1 (stereo not drawn)	1	0.4	7	0	-2	-0.1	6	10	-5	98
CNC(=O)C1CC(=O)N(c2ccc(OCC(=O)N3CCCC3)cc2)C1 (stereo not drawn)	3	-0.1	-3	5	-2	0.3	-6	5	1	87
Cc1ccc(-n2nnc(-c3ccnc4ccccc34)n2)cc1	-3	4.1	-4	-2	-10	0.0	-3	-2	-11	95
CCOc1ccc(NC(=O)CN(C)C(=O)c2ccc(=O)[nH]c2)cc1OCC	3	-4.1	-1	-4	·	-0.2	0	3	4	102
C[C@@H]1NC(=O)[C@H](CCC(N)=O)NC(=O)c2cc([N+](=O)[O-])cc(I)c2NCCC[C@@H](C(N)=O)NC1=O	-1	-0.3	1	1	-6	-0.1	-4	3	0	90
Cc1ccc(-n2[nH]c(C)c(C=NC34CN5CN(CN(C5)C3)C4)c2=O)cc1C	0	-1.1	11	3	·	-0.3	-3	5	-7	104
O=C(NCc1cccc(C(F)(F)F)c1)c1csc([C@@H]2O[C@H](CO)[C@H](O)[C@H](O)[C@H]2O)n1	1	-1.0	-3	2	-12	-0.2	-10	11	4	95
O=C(CC1Sc2ccccc2NC1=O)Nc1cccc(-c2nnc3n2CCCCC3)c1 (stereo not drawn)	0	-0.6	1	-1	-4	-0.2	5	4	11	94
O=C1C(Cl)=C(Nc2ccccc2O)C(=O)N1CCc1ccccc1	1	0.3	0	-5	-5	0.0	0	3	-7	122
CCN(CC)CC(=O)Nc1nn(-c2ccccc2)nc1C(N)=O	1	-0.4	9	0	-8	0.3	15	14	6	96
Cc1cccc(Oc2ccc(NS(=O)(=O)c3ccc(C)c(C(=O)O)c3)cc2)c1	3	-1.3	6	-5	-2	-0.1	11	2	6	102
COc1cccc(C(C)NC(=S)NCc2ccc(Cl)cc2)c1 (stereo not drawn)	1	-2.9	7	3	-6	0.5	-3	8	0	94
COc1cccc(C2=CC(=O)CC(c3ccco3)C2)c1 (stereo not drawn)	-2	-1.0	-2	9	-14	-0.1	1	3	0	97
Fc1ccccc1OCCCCn1cncn1	-1	-1.2	-2	2	·	0.7	·	7	-3	117
C[N+]1(CCOS(=O)C23CC4CC(CC(C4)C2)C3)CCOCC1 (stereo not drawn)	-1	0.7	16	-1	·	0.1	·	2	2	98
O=C(COC(=O)C1(c2ccc(F)cc2)CCCC1)N1CCc2ccccc21	-4	-1.0	-7	3	-15	0.2	-7	0	-2	97
Cc1ccc(S(=O)(=O)N(CC(=O)NCc2ccncc2)C2CCCCC2)cc1	1	-2.0	2	-1	-5	1.9	-2	3	13	96
C/C(=N\O)c1cccc(Br)c1	2	-4.8	2	2	-5	0.0	-15	-12	-8	92
COc1ccc(C2(NC(C)=O)CCN(C(=O)c3ccco3)CC2)cc1	3	-0.5	3	1	·	-0.1	·	6	-4	113
S=C1NCN(Cc2ccco2)CN1	-1	-0.1	10	-6	-5	0.0	-5	10	-2	95
COc1ccc(-c2oc3ccccc3c(=O)c2OC(C)=O)cc1	-2	-2.0	-4	-4	-6	-0.4	0	-4	46	94
C=CCc1cc2c(oc(=O)c3ccccc32)c(C)c1O	-1	6.8	-8	11	-3	-0.5	-29	11	-4	96

The results go on:
canonical_smiles	N-glyco inh	MC4R barr agon	PDI turbidity	m5-HT2A agonist	CaV13 FRET inh	aDG glyco act	Vif inh	MC4R antagonist	H9c2 protect	ABCB6 inh MLPCN
COc1ccccc1-n1nnnc1SCC(=O)NC1CCCC1	-1	1.8	-1	1	1	-0.1	-6	18	-9	100
O=C(CCNS(=O)(=O)c1ccc(OC(F)(F)F)cc1)N1CCN(C/C=C/c2ccccc2)CC1	-5	-2.0	8	-10	-5	2.4	·	10	-12	93
O=C(Nc1nccs1)[C@@H]1CCCN1S(=O)(=O)c1ccccc1F	-3	-0.1	-4	8	-6	-0.2	-2	-1	11	95
Fc1cccc(Cc2c(-c3ccc(Cl)cc3)nc3c(Cl)cc(C(F)(F)F)cn23)c1	1	·	·	10	-6	0.1	·	·	-3	100
Cc1cc(Cn2nc(C(=O)NCc3cccc(Br)c3)cc2-c2ccccc2)on1	-2	-0.5	-5	-1	-5	1.9	3	9	0	101
COc1ccc(NC(=O)CC(C)NCCCN2CCCC2=O)cc1 (stereo not drawn)	1	1.3	6	2	-17	0.1	-4	12	0	121
Cc1ccc(S(=O)(=O)N(C)C)cc1NC(=O)CSc1nc2ccccc2[nH]1	1	-2.5	0	0	-3	-0.1	-6	-1	-6	100
CCc1nc(C)c(-c2ccccc2)c(=O)[nH]1	3	-1.0	-2	3	-5	0.1	8	9	5	101
COc1ccc(N(C(=O)Cn2cnc3ccccc32)C(C(=O)NC2CCCCC2)c2ccccc2)cc1 (stereo not drawn)	1	-0.7	9	4	-6	0.6	-1	-1	-3	97
COc1ccc(C)cc1S(=O)(=O)Nc1cc(Cl)ccc1Cl	-1	-1.0	1	1	·	-0.1	7	12	-4	99
COc1ccc(C(=O)CSc2nnn(-c3cccc(NC(C)=O)c3)n2)cc1	-1	-1.0	-1	-5	-19	0.2	·	10	-4	96
CCOCCCn1c(SCC(=O)NC(C)C)nc2ccccc2c1=O	2	1.5	4	2	-8	0.0	3	5	1	101
CCN(CC(=O)Nc1ccc(NC(C)=O)cc1)CC(=O)Nc1cc(C)on1	-1	-1.6	-2	10	-6	-0.2	-2	-1	8	92
O=C(O)CC(CN1C(=O)c2ccccc2C1=O)c1ccccc1 (stereo not drawn)	0	-0.4	6	3	-5	0.1	1	-11	-2	98
Cc1ccc(CSCCNC(=O)c2ccc(Cl)c(S(=O)(=O)N3CCOCC3)c2)cc1	0	0.4	3	-4	-3	0.6	-6	7	-2	95
CC(OC(=O)Cc1c[nH]c2ccccc12)C(=O)N(C)c1ccccc1 (stereo not drawn)	2	0.4	0	9	-6	1.4	9	-5	-1	101
Fc1ccc2nc3c(nc2c1)CCCC3	2	-1.2	-1	4	-5	-0.1	0	13	4	101
COc1ccccc1NC(=O)CSc1nc(C)c2c(c1C#N)CCCC2	1	-0.4	-2	-4	-4	0.2	-3	5	-2	103
CCOC(=O)CNC(=O)C1c2ccccc2Oc2ccccc21	0	-0.1	-3	-9	-3	0.0	1	25	3	106
COc1ccc(NC(=O)C2(C)Cc3c(-c4ccc5c(c4)OCO5)ccnc3O2)cc1OC (stereo not drawn)	-1	-0.4	20	-7	-5	0.1	-7	-1	3	98
CCCn1c(SCC(=O)N2CCc3ccccc32)nnc1-c1ccco1	-3	-0.1	-3	3	-4	0.3	7	11	12	96
CCSc1c(C(=O)NC)ccc2c1C(=O)c1ccccc1C2=O	6	-1.7	3	0	-5	0.3	5	0	-4	114
COCCN(Cc1ccc(OC)cc1)c1c(C)nc2ccc(C(=O)Nc3ccc(NC(C)=O)cc3)cn12	4	-0.4	22	0	-5	-0.2	5	1	14	99
O=C(NC(=S)NNC(=O)c1ccc(Cl)cc1Cl)c1cccnc1	2	0.1	7	4	-3	-0.4	0	-9	10	101
CC(=O)NC(=O)NC1CSCC1OC(C)=O (stereo not drawn)	2	1.7	0	12	-4	0.2	15	-5	-3	96
O=C(NCCC1=CCCCC1)C(=O)NCC(c1ccco1)N1CCN(c2ccc(F)cc2)CC1 (stereo not drawn)	5	1.1	-2	4	-11	0.1	-5	10	3	96
CC(=O)NN1C(=O)/C(=C/c2ccc(Br)o2)SC1=S	-1	-1.7	-18	10	·	0.1	10	-12	17	109
CC(=O)c1ccc(Nc2cc(C)nc3c(C)cc(C)cc23)cc1	-14	-2.9	-2	-2	-21	0.9	22	-2	-14	105
